ADAM17 inh: ADAM17 inhibition, QFRET primary screen | P78536 | inhibition, % at 6.95 µM | recombinant ADAM17, EDANS/DABCYL FRET peptide cleavage | actives 0.83% (n = 370,000);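 active means inhibition above the mean of compounds lying between control limits plus 3 SD, set per campaign, cut at about 8.5% in these data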;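 further: 0% = DMSO-only wells as the low control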
TDP2 inh: blocks human TDP2 phosphodiesterase activity; O95551; recombinant TDP2, T5PNP hydrolysis, p-nitrophenol absorbance 415 nm; inhibition, % at 12.8 µM; actives 0.34% (n = 370,000);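 active means inhibition above the mean of all tested compounds plus 3 SD, set per campaign, cut at about 25% in these data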;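 further: 0% = DMSO with enzyme and 100% = buffer with substrate but no TDP2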
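test system = human TDP2 enzyme | input = TDP2 enzyme at 120 nM final | medium = 50 mM Tris-HCl pH 7.5 with Mg2+, KCl, DTT, BSA | also added = T5PNP substrate, 5 mM | times = 2 h at 37 °C | technique = epi absorbance | benchmarks = high control without enzyme, low control DMSO plus TDP2 | replication = each compound tested once, singlicate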
ARFGAP1 inh: inhibits rat ARF GTPase activating protein 1. Q62848. Arfgap1-stimulated ARF1 GTP hydrolysis, GDP FP detection. inhibition, % at 16.5 µM. actives 0.26% (n = 360,000);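 active means inhibition above a per-plate limit, mean inhibition of low control wells plus 3 SD, cut at about 25% in these data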;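 further: 0% = DMSO wells with enzyme and 100% = wells lacking Arfgap1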
Target sequence (Q62848 1-136 limits assumed): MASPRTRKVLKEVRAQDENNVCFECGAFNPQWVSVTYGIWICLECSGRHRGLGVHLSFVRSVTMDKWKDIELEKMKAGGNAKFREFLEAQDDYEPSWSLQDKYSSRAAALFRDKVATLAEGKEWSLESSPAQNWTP
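Material – truncated rat Arfgap1 GAP domain · Buffer or medium – HEPES-based buffer, pH 7.5 · Reagent – human ARF1(Δ1-17)-GTP substrate · Dosing – 16.5 µM single point, 1.26% DMSO · Schedule – GTP hydrolysis reaction 2 h at 25 °C · Technique – GDP detection by fluorescence polarization · Benchmarks – No-Arfgap1 wells (100%) versus DMSO full-reaction wells (0%) · Repeats – single replicate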
Tn7 DDE FP: DD(E)-Tn7 binding inhibition, primary FP screen; P02675; FP displacement of FITC-Tn7 peptide from fibrin DD(E); 0% = median of compound wells per plate; inhibition, % at 8.3 µM; actives 0.13% (n = 370,000);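 active means inhibition above the mean of compounds falling within the control limits plus 3 SD of them, cut at about 14% in these data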;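 further: 0% = plate median of compound wells and 100% = 10 µM Aha-Tn7 peptide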
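Measure: % inhibition scaled between sample-field median and high-control FP; Test system: human fibrin DD(E); Quantity: 2 µM final DD(E) protein; Doses: one dose, 8.3 µM nominal; Schedule: compound with protein 10 min, then 3 h after probe, room temperature; Detection: fluorescence polarization; Medium: Tris buffer with calcium and detergent, pH 7.8.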
ASAP1 inh: inhibitors of human ASAP1 ArfGAP activity; Q9ULH1; ASAP1-stimulated ARF1 GTP hydrolysis, GDP FP detection; inhibition, % at 16.5 µM; actives 0.19% (n = 360,000); AID 624377; in the data active means inhibition above about 25%;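 further: 0% = vehicle with enzyme and substrate and 100% = no enzyme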
Target sequence (Q9ULH1 325-724 limits assumed): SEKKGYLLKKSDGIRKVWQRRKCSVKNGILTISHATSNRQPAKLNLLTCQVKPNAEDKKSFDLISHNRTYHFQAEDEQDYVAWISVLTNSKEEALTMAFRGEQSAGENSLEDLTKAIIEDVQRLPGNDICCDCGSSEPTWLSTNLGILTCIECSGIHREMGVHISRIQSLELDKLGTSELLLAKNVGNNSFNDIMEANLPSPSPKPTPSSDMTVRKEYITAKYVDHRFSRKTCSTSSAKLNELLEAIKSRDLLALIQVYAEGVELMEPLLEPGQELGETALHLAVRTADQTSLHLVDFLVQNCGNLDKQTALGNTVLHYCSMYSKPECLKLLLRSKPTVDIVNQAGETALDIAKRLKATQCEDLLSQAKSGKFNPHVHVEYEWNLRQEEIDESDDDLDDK
PLCb3 inh: blocks human PLC-beta3 enzyme activity; Q01970; Purified PLC-beta3, fluorogenic substrate, fluorescence; inhibition, % at 12.2 µM; actives 0.18% (n = 370,000); AID 720704; in the data active means inhibition above about 11%;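 further: 0% = median of compound wells on plate and 100% = full blocker control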
DDE Tn6 FP inh: disrupts Tn6 cyclic peptide binding to fibrin D-Dimer-E complex | Fibrin DD(E) TRITC-Tn6 fluorescence polarization displacement | actives 0.21% (n = 370,000) | P02675 | inhibition, % at 8.3 µM;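 active means inhibition above a per-campaign cutoff: mean of compounds within control limits plus 3 SD, cut at about 15% in these data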;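 further: 0% = median of all compound wells on the plate and 100% = blocking peptide control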
PLCg1 inh: blocks human PLC-gamma1 enzyme activity; AID 720700; P19174; purified PLC-gamma1, fluorogenic substrate, fluorescence; inhibition, % at 12.2 µM; actives 0.84% (n = 370,000); in the data active means inhibition above about 9.5%
SIAE primary: inhibitors of human sialic acid acetylesterase SIAE. SIAE FP-Rh probe binding, fluorescence polarization. inhibition, % at 9.66 µM. actives 0.69% (n = 370,000);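 active means inhibition above a cutoff: mean of compounds within the control limits plus 3 SD of those, cut at about 17% in these data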;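 further: 0% = plate median of compound wells and 100% = probe without SIAE protein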
ADAM10 inh: inhibitors of human ADAM10; O14672; actives 0.62% (n = 370,000); inhibition, % at 7 µM; recombinant ADAM10, EDANS/DABCYL FRET peptide cleavage, 3 h;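 active means inhibition above a per-campaign cutoff equal to the mean of compounds falling between control-based bounds plus 3 SD, cut at about 20% in these data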;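 further: 0% = DMSO wells while the 100% control is not disclosed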
Target sequence (O14672 214-748 limits assumed): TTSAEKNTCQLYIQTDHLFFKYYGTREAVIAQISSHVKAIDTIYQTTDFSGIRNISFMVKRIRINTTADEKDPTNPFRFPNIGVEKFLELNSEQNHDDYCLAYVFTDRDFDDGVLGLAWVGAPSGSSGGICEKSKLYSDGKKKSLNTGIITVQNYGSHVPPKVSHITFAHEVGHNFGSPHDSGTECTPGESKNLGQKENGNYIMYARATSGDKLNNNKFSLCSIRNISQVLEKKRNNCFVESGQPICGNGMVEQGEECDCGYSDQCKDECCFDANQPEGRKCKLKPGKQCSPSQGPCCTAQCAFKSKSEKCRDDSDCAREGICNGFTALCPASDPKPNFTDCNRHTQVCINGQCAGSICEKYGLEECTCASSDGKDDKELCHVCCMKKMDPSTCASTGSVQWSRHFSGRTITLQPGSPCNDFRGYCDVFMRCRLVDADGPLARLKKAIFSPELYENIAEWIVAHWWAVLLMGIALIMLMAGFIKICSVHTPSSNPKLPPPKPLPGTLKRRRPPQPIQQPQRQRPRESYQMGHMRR
* hit, by the source's call; i = inactive; . = not tested or not shown.

#1 CCOC(=O)C1(C)CCCN(C(=O)c2ccccc2)C1 (stereo not drawn)
#2 C/C(=N\NC(=O)c1cc2c(s1)CCC(C)C2)c1ccc[nH]1 (stereo not drawn)
#3 O=C(CCc1ccccc1-c1ccccc1CCNC(=O)c1cccc(F)c1)NCc1ccccc1
#4 Cn1c(=O)cc(OCC(=O)N2CCN(c3cccc(C(F)(F)F)c3)CC2)c2ccccc21
#5 Cc1ccc(NS(=O)(=O)c2ccc(C)c(NC(=S)NCCN3CCOCC3)c2)c(C)c1
#6 CCOC(=O)N1CCN(Cc2cn[nH]c2-c2cccc3ccccc23)CC1
#7 COc1ccc(C(=O)Nc2cccc(-c3cnc4ccccc4n3)c2)cc1
#8 COc1ccc(C(=O)/C=C/c2ccc(N3CCCCC3)c([N+](=O)[O-])c2)cc1
#9 COc1ccc(C2(C)NC(=O)N(CC(=O)NCC(=O)Nc3ccc(F)c(F)c3F)C2=O)cc1OC (stereo not drawn)
#10 COC(=O)[C@@H](C)NC(=O)c1ccc2oc(CCc3ccccc3)nc2c1

Compound	1	2	3	4	5	6	7	8	9	10
ADAM17 inh	6	-1	-10	-4	-4	-4	-1	1	-3	-1
TDP2 inh	-20	-5	4	6	-4	0	-6	-11	14	12
ARFGAP1 inh	-6	-4	.	-6	-8	4	7	-4	-4	18
Tn7 DDE FP	-1	3	4	-1	-2	-2	-2	-9	-3	-1
ASAP1 inh	0	-7	.	-15	-11	6	-11	6	-5	-7
PLCb3 inh	7	-52	-1	0	-3	-10	3	6	4	-1
DDE Tn6 FP inh	7	6	4	7	-3	-4	-3	3	-3	-8
PLCg1 inh	8	-50	-1	0	3	-1	2	4	0	-1
SIAE primary	-2	4	1	-4	5	-2	-2	2	1	-3
ADAM10 inh	4	-9	-64	2	0	0	-3	2	-5	6

Laid out differently: three of the compounds above
| no. | smiles | ADAM17 inh | TDP2 inh | ARFGAP1 inh | Tn7 DDE FP | ASAP1 inh | PLCb3 inh | DDE Tn6 FP inh | PLCg1 inh | SIAE primary | ADAM10 inh |
| --- | --- | --- | --- | --- | --- | --- | --- | --- | --- | --- | --- |
| 7 | COc1ccc(C(=O)Nc2cccc(-c3cnc4ccccc4n3)c2)cc1 | -1 | -6 | 7 | -2 | -11 | 3 | -3 | 2 | -2 | -3 |
| 8 | COc1ccc(C(=O)/C=C/c2ccc(N3CCCCC3)c([N+](=O)[O-])c2)cc1 | 1 | -11 | -4 | -9 | 6 | 6 | 3 | 4 | 2 | 2 |
| 9 | COc1ccc(C2(C)NC(=O)N(CC(=O)NCC(=O)Nc3ccc(F)c(F)c3F)C2=O)cc1OC (stereo not drawn) | -3 | 14 | -4 | -3 | -5 | 4 | -3 | 0 | 1 | -5 |

Down the list, quoted from above.
ADAM17 inh, nos. 7 to 10, in order: -1, 1, -3, -1
ADAM10 inh, nos. 7 to 10, in order: -3, 2, -5, 6
ASAP1 inh, nos. 7 to 10, in order: -11, 6, -5, -7

New compounds follow.
#11 CN=C1c2c(-c3ccccc3)c3cc(OC)ccc3n2CCN1C
#12 Cc1ncc(CN2CCC(CO)(CCOc3ccccc3)CC2)s1
#13 CC(NC(=O)C[n+]1cccc(Br)c1)c1ccccc1 (stereo not drawn)
#14 CCOc1cccc(=O)c2c(C)n(-c3ccc(C(=O)O)cc3)c(C)c12
#15 N#Cc1c(N2C(=O)c3ccc(C(=O)O)cc3C2=O)sc2c1CCCC2
#16 Cc1cc(C)n(-c2nc3ccccc3nc2N2CCN(S(=O)(=O)c3ccc4ccccc4c3)CC2)n1
#17 CCc1ccc2[nH]c3nc(SCCN4CCOCC4)nnc3c2c1
#18 Cn1c(SCC(=O)N/N=C/c2ccc([N+](=O)[O-])s2)nnc1-c1ccc(Cl)cc1
#19 O=C(CCC(=O)Nc1ccccc1)N/N=C/c1ccccc1F
#20 CC1(C)CC(=O)C=C(Nc2ccc(Cl)c(Br)c2)C1

Compound	11	12	13	14	15	16	17	18	19	20
ADAM17 inh	-11	-6	-2	0	-1	-7	-4	0	-4	0
TDP2 inh	-3	-16	-5	13	-3	-2	1	-2	9	15
ARFGAP1 inh	8	10	-6	-8	-9	-10	4	7	-7	-6
Tn7 DDE FP	2	-1	-2	-5	7	-7	-1	-6	6	-1
ASAP1 inh	8	5	-9	-9	-12	4	12	-4	-4	15
PLCb3 inh	i	-6	-2	-51	-12	-2	-9	3	0	-14
DDE Tn6 FP inh	-10	5	7	-2	8	-6	1	4	-5	3
PLCg1 inh	i	4	2	-14	-8	-1	-7	0	-1	-7
SIAE primary	4	-1	-1	1	5	-4	-2	0	2	-2
ADAM10 inh	-21	-2	-4	-3	7	-24	5	2	-3	3

Reprinted at random: two entries already listed.
#16 Cc1cc(C)n(-c2nc3ccccc3nc2N2CCN(S(=O)(=O)c3ccc4ccccc4c3)CC2)n1
#15 N#Cc1c(N2C(=O)c3ccc(C(=O)O)cc3C2=O)sc2c1CCCC2

Compound	16	15
ADAM17 inh	-7	-1
TDP2 inh	-2	-3
ARFGAP1 inh	-10	-9
Tn7 DDE FP	-7	7
ASAP1 inh	4	-12
PLCb3 inh	-2	-12
DDE Tn6 FP inh	-6	8
PLCg1 inh	-1	-8
SIAE primary	-4	5
ADAM10 inh	-24	7

Continued.
#21 COc1ccc(NS(=O)(=O)c2cccc(C(=O)NNC(=O)c3ccccc3OC)c2)cc1
#22 CCCCC(=O)N(C)c1c(CC)nc2c(OCc3ccc(S(C)(=O)=O)cc3)cccn12
#23 CC(C(=O)NN=C(c1ccccc1)c1ccccc1)N1CCOCC1 (stereo not drawn)
#24 O=C(COC(=O)c1ccncc1)Nc1ccc2c(c1)OCO2
#25 C[C@H](CO)N1C[C@H](C)[C@@H](CN(C)C(=O)Nc2ccccc2)Oc2ccc(NC(=O)C3CC3)cc2C1=O
#26 COc1ccc(-c2cc(C(=O)Nc3ccc(C)c(N)c3)c3ccccc3n2)cc1
#27 Cc1cc(C)c2[nH]c(C(=O)Nc3ccc4c(c3)OCO4)cc2c1
#28 COC(=O)CCC(=O)Nc1cccc(Br)c1
#29 CN(C(=O)c1cccc(NC(=O)Cc2ccc(NC(=O)C3CCN(C(=O)C4CC4)CC3)cc2)c1)C1CC1
#30 CC(=O)NC1C(OCCOc2ccc(Cl)cc2Cl)OC(COC(C)=O)C(OC(C)=O)C1OC(C)=O (stereo not drawn)

Compound	21	22	23	24	25	26	27	28	29	30
ADAM17 inh	2	1	6	-5	1	4	2	-2	5	3
TDP2 inh	4	-3	-1	-2	-4	4	-14	3	-10	-12
ARFGAP1 inh	4	11	6	5	3	9	-7	9	11	-1
Tn7 DDE FP	1	-4	3	3	-8	-1	4	-6	4	-4
ASAP1 inh	0	-2	1	9	-3	-11	5	-11	0	5
PLCb3 inh	-3	-8	6	-3	1	-21	-29	2	6	4
DDE Tn6 FP inh	0	-4	2	-3	5	-2	-7	-1	6	-2
PLCg1 inh	1	-2	5	0	1	-15	-16	2	9	10*
SIAE primary	-3	10	-5	1	0	11	18*	-1	4	-4
ADAM10 inh	2	-7	-5	-8	3	9	0	5	-3	2

#31 COc1cc(OC)cc(C(=O)NC(=S)NCCc2ccccc2)c1
#32 N#Cc1nc(-c2cccc(Cl)c2)oc1N1CCC(C(N)=O)CC1
#33 CC(C)CCNC(=O)c1ccc(NC(=O)C2=CSCCO2)cc1
#34 Cc1ccc(NC(=O)CN(C)C(=O)COC(=O)C2=COCCO2)cc1
#35 Cn1c(-c2ccccc2)c(/C=N/NC(=O)c2ccc(O)cc2)c2ccccc21
#36 COC(=O)c1ccc(C(=O)OC)c(NC(=S)N2CCC(C(N)=O)CC2)c1
#37 COc1cccc(NC(=O)C2(C)CCN2C(=O)Cc2ccc(-c3ccccc3)cc2)c1 (stereo not drawn)
#38 Cc1cc(C=NCCCO)c(C)n1-c1cc(Cl)ccc1Cl
#39 Cc1nc(SCC(=O)NC2CCCC2)[nH]c(=O)c1Cc1ccccc1
#40 COc1cc(SC)ccc1C(=O)N1CCN(c2ccccc2F)CC1

Compound	31	32	33	34	35	36	37	38	39	40
ADAM17 inh	-1	-319	-3	-1	-6	-212	8	-5	0	-4
TDP2 inh	-2	-7	5	1	-4	2	-9	9	-7	-10
ARFGAP1 inh	6	5	6	-12	-5	13	3	-7	-1	-1
Tn7 DDE FP	5	-1	-2	-1	6	-4	5	7	-6	1
ASAP1 inh	2	-4	3	0	-3	5	-5	13	-1	-4
PLCb3 inh	-4	-48	-3	-7	-51	-244	-4	-2	4	-2
DDE Tn6 FP inh	-2	5	0	4	3	0	3	-2	-7	-6
PLCg1 inh	-1	-37	4	0	-33	-183	-1	-3	2	3
SIAE primary	-8	2	-6	-5	-2	-6	-12	2	-5	-7
ADAM10 inh	6	i	5	-5	-36	i	25*	-4	8	-11

#41 COc1ccc2c(c1)CN1CN(CCc3ccccc3)S(=O)(=O)CC21 (stereo not drawn)
#42 O=C(NC(NC1CCS(=O)(=O)C1)C(Cl)(Cl)Cl)c1cccc(Cl)c1 (stereo not drawn)
#43 COCC1CCN(C(=O)C2CCC(=O)N(Cc3cccc(F)c3)C2)CC1 (stereo not drawn)
#44 COc1ccc(/C=N/Nc2nncn2N)cc1Br
#45 CCc1nnc(NC(=O)CSc2ccc(-c3ccco3)nn2)s1
#46 O=c1[nH]c(CN2CCN(c3ccccc3)CC2)nc2ccccc12
#47 COCCC(=O)N1CCC(Oc2ccc(C(=O)NC3Cc4ccccc4C3)cc2)CC1
#48 Nc1ccn([C@@H]2O[C@H](CNC(=O)[C@@H](N)CSCc3ccccc3)[C@@H](O)[C@H]2O)c(=O)n1
#49 O=C(Cc1c(F)cccc1Cl)N1CCN(S(=O)(=O)c2cccc(F)c2)CC1
#50 Cc1c(C(C)(C)C)sc(=NC(=O)c2ccccc2O)n1C
#51 Cc1ccc(S(=O)(=O)CCC(=O)OCC(=O)NNC(=O)c2ccc([N+](=O)[O-])cc2)cc1

Compound	41	42	43	44	45	46	47	48	49	50	51
ADAM17 inh	-6	-3	-1	0	-1	-13	-5	-9	-2	-6	-2
TDP2 inh	0	-1	-7	75*	4	-1	4	-8	10	15	7
ARFGAP1 inh	.	-2	-5	10	-2	-2	-13	1	0	-2	-2
Tn7 DDE FP	-4	2	0	2	-5	4	0	2	3	-2	-5
ASAP1 inh	.	-12	13	-5	2	-11	-5	4	-4	-3	-12
PLCb3 inh	-15	-1	-1	-1	2	-5	-3	1	-5	-192	0
DDE Tn6 FP inh	2	2	-3	-3	0	2	0	-10	1	5	5
PLCg1 inh	-10	1	0	6	2	-4	3	6	-1	-149	4
SIAE primary	-7	-11	1	3	3	0	-3	2	5	-3	5
ADAM10 inh	-23	-2	-3	5	9	-12	-4	-11	-3	-12	5

Screening results from PubChem.
